High-throughput results as filed in PubChem.
GAA glycogen – inhibitors or activators of human alpha-glucosidase glycogen cleavage; 300,000 tested, 0.38% active; AID 2100; Potency, µM (doses to about 76.4 µM), without a hit: at the top dose activity change, negative = inhibition, actives largely listed as inhibitors; P10253; recombinant GAA, glycogen substrate, Amplex Red glucose oxidase fluorescence; active = well fitted inhibition curve with a large enough effect; inconclusive = small, poorly fitted or top-dose-only effect, or another doubt; inactive = no such curve, though single readings can be large or run the other way;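 note: 0% = full enzyme reaction and -100% = no-enzyme basal signal; the screen sought inhibitors and activators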
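Recombinant enzyme (4 nM final) with compounds titrated up to 77 uM and bovine liver glycogen (30 ug) in citrate pH 5.0, 0.01% Tween-20, 37 C 40 min. Released glucose detected by Amplex Red/glucose oxidase (Ex 573/Em 610); AC50 from Hill fits.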
* hit, by the source's call; ? = inconclusive; [ ] = remark or other dose. Potency is the fitted concentration of half-maximal effect.

The first five entries (preview)
GAA glycogen	Molecule
-9.4%[76.3 µM]	CC(C)[C@H]1C(=O)Nc2ccccc2N1C(=O)N[C@@H](Cc1ccccc1)C(=O)N[C@H](Cc1ccccc1)C(=O)O
-7.8%[76.3 µM]	Brc1ccc2c(c1)NC(c1cccnc1)=NC(c1ccccc1)=N2
-13.2%[76.3 µM]	CC1(C)Cc2c(cnn2-c2cccc(F)c2)C(NC(=O)c2csnn2)C1 (stereo not given)
-1.1%	Cc1cccc(OCc2cc(-c3ccccc3)no2)c1C
-0.4%[76.3 µM]	O=C(NCC1CCN(C(=O)c2c(F)c(F)c(F)c(F)c2F)CC1)c1c(F)c(F)c(F)c(F)c1F

The listing (from the top)
GAA glycogen	Molecule
-9.4%[76.3 µM]	CC(C)[C@H]1C(=O)Nc2ccccc2N1C(=O)N[C@@H](Cc1ccccc1)C(=O)N[C@H](Cc1ccccc1)C(=O)O
-7.8%[76.3 µM]	Brc1ccc2c(c1)NC(c1cccnc1)=NC(c1ccccc1)=N2
-13.2%[76.3 µM]	CC1(C)Cc2c(cnn2-c2cccc(F)c2)C(NC(=O)c2csnn2)C1 (stereo not given)
-1.1%	Cc1cccc(OCc2cc(-c3ccccc3)no2)c1C
-0.4%[76.3 µM]	O=C(NCC1CCN(C(=O)c2c(F)c(F)c(F)c(F)c2F)CC1)c1c(F)c(F)c(F)c(F)c1F
5.2%	COC(=O)c1ccc(C2NCCc3cc(OC)c(OC)cc32)cc1 (stereo not given)
-4.5%[76.3 µM]	O=C(CNS(=O)(=O)c1ccc(F)cc1)Nc1ccccc1
-3.2%	N#C/C(=C\c1c(Oc2ccc(Cl)cc2)nc2ccccn2c1=O)C(=O)NC1CCS(=O)(=O)C1 (stereo not given)
3.5%	Cc1ccc(OCCOc2cccc(/C=N/NC(N)=O)c2)cc1
3.6%[76.3 µM]	O=C1CN(C(=O)COc2c(F)c(F)cc(F)c2F)c2ccccc2N1
1.8%[76.3 µM]	Cc1c(C(=O)N2CCCCC2)c(S(=O)(=O)NCc2ccccc2Cl)c(C)n1C
9.6%[76.3 µM]	Cc1ccc(C(=O)COC(=O)c2cccc(NC(=O)c3ccc(Cl)cc3Cl)c2)cc1
3.4%[76.3 µM]	COc1ccccc1NC(=O)Cn1c(=O)n(-c2cccc(Cl)c2)c(=O)c2sc3ccccc3c21
5.2%[76.3 µM]	Cc1ccc(Cc2c(C)nc3nc(SCC(=O)NC(C)c4ccccc4)nn3c2C)cc1 (stereo not given)
-5.3%[76.3 µM]	CCOc1cc(C2C3=C(CCCC3=O)N(CC(=O)O)C3=C2C(=O)CCC3)ccc1OC
5.9%[76.3 µM]	CCC1(c2ccccc2)NC(=O)N(CC(=O)N(C)CC(=O)Nc2c(C)cccc2C)C1=O (stereo not given)
-2.1%[76.3 µM]	Cc1ccc(C(=O)c2coc3ccc(O)c(CN(C)C)c23)cc1
-15.6%[76.3 µM]	COc1cccc(N2CCN(C(=O)c3oc4ccccc4c3NC(=O)Cc3ccc(OC)c(OC)c3)CC2)c1
-5.2%[76.3 µM]	CCc1cc(=O)oc2cc(C)cc(OCC(=O)N[C@@H](CSCc3ccccc3)C(=O)O)c12
-12.6%[76.3 µM]	CSc1ccccc1OCc1cc(C(=O)NCC(C)(C)N2CCOCC2)no1
-4.7%[76.3 µM]	COc1ccc(S(=O)(=O)N2CCCCCC2)cc1C(=O)Nc1ccccn1
0.8%	Cc1ccc(-n2ncc(Cl)c2C(=O)NCc2ccccc2)cc1
3.7%	CCOc1ccc2ccccc2c1C1NC(=O)NC(C)=C1C(=O)OCCOC (stereo not given)
7.8%[76.3 µM]	CCOc1ccc(OCC)c(NC(=O)c2c(C)nn(-c3ccccc3)c2-n2cccc2)c1
1.3%[76.3 µM]	COc1ccc(C(C)NC(=O)CC23CC4CC(CC(C4)C2)C3)cc1 (stereo not given)
-20.1%	COCCn1c(=O)[nH]c2cc(C(=O)N3CCN(c4ccc(Cl)cc4)CC3)ccc2c1=O
-3.7%[76.3 µM]	O=C(NCc1ccccc1)c1ccc(CS(=O)(=O)Cc2ccc(F)cc2)o1
17.5%[76.3 µM]	CCC(Cc1ccccc1)NC(=O)c1cc(S(=O)(=O)N2CCCCC2)c[nH]1 (stereo not given)
-1.3%[76.3 µM]	NC(=O)CSc1nc2ccccc2c(=O)n1Cc1ccccc1
0.7%[76.3 µM]	COc1ccc(N/C(N)=N/c2nc(C)cc(=O)[nH]2)cc1

Some of the entries so far, with tabs:
canonical_smiles	GAA glycogen
N#C/C(=C\c1c(Oc2ccc(Cl)cc2)nc2ccccn2c1=O)C(=O)NC1CCS(=O)(=O)C1 (stereo not given)	-3.2%
Cc1ccc(OCCOc2cccc(/C=N/NC(N)=O)c2)cc1	3.5%
O=C1CN(C(=O)COc2c(F)c(F)cc(F)c2F)c2ccccc2N1	3.6%[76.3 µM]
Cc1c(C(=O)N2CCCCC2)c(S(=O)(=O)NCc2ccccc2Cl)c(C)n1C	1.8%[76.3 µM]

(next part)
GAA glycogen	Molecule
-0.9%[76.3 µM]	CCCc1ccc(C(C)NC(=S)NCc2ccc(F)cc2)cc1 (stereo not given)
-13.7%	CCOc1ccc(CN(C)C(=O)c2cc3ccccc3o2)cc1OC
-14.6%[76.3 µM]	CCOc1ccc(NC(=O)C2CCCN(c3nnc(-n4c(C)ccc4C)s3)C2)cc1 (stereo not given)
0.4%[76.3 µM]	Cc1ccc(OCc2cc(C(=O)N3CCC(c4ccccc4Cl)C3)no2)cc1C (stereo not given)
-14.5%	Oc1ccc(/C=N/N(c2ccccc2)c2ccccc2)c(O)c1O
14.3%[76.3 µM]	O=C(NCCCc1nc2ccccc2n1Cc1ccc(Cl)cc1Cl)c1ccco1
4.0%[76.3 µM]	COCCCN1C(=O)c2ccc(C(=O)NCc3ccccn3)cc2C1=O
5.01µM*	Cc1ccn2c(Nc3ccc4c(c3)OCO4)c(-c3ccco3)nc2c1
1.2%	O=C(COC(=O)C1C2CC3OC(=O)C1C3C2)Nc1ccc(Cl)cc1 (stereo not given)
-7.2%[76.3 µM]	CCOc1ccc(N2CC(c3nc4ccccc4n3Cc3ccccc3F)CC2=O)cc1 (stereo not given)
-5.2%[76.3 µM]	NC(=O)c1ccc(NC(=O)C#Cc2ccccc2)cc1
-1.5%	Cc1nc2ccc(S(=O)(=O)N3CCCCC3)cc2s1
8.1%	CC(C)N=C(Nc1cccnc1)c1ccccc1
8.3%[76.3 µM]	Cc1ccc(NC(=O)CN2C(=O)COc3ccc(S(=O)(=O)N4CCCCC4)cc32)cc1Cl
16.6%[76.3 µM]	CNC(C)C#Cc1ccc2oc3cccc(OC)c3c(=O)c2c1 (stereo not given)
-1.9%[76.3 µM]	N/C(=N\OC(=O)c1cccs1)c1cccnc1
-10.5%[76.3 µM]	O=C(c1cc2c(=O)n3ccccc3nc2s1)N1CCN(Cc2ccccc2)CC1
-16.0%[76.3 µM]	O=C(CCc1nnc2ccc(N3CCCC3)nn12)Nc1cc(F)ccc1F
-0.1%	CCn1cnc2c1c(=O)n(Cc1cccc([N+](=O)[O-])c1)c(=O)n2Cc1ccccc1
1.5%[76.3 µM]	Cc1cccn2cc(CNS(=O)(=O)c3ccc4ccccc4c3)nc12
10.5%[76.3 µM]	CCOC(=O)c1ccc(NC(=O)COC(=O)c2cn(CC)c3nc(C)ccc3c2=O)cc1
4.4%	COC(=O)c1ccc(CSc2nnc(-c3ccncc3)o2)cc1
5.5%[76.3 µM]	O=C(Cn1c(=O)n(-c2ccc(Cl)cc2)c(=O)c2c3c(sc21)CCC3)c1ccccc1
0.7%	CC1CCCN(c2ccc3nncn3n2)C1 (stereo not given)
-1.0%	Nc1nc2ccccc2cc1-c1cccs1
-3.0%	CCCCc1cc(=O)oc2c3c(cc(OCC(=O)NCCCO)c12)OC(C)(C)CC3
-2.6%[76.3 µM]	Cc1ccc(-c2nc3cc(C(C)C)ccc3o2)cc1NC(=O)c1cc2ccccc2o1
9.6%[76.3 µM]	COc1ccc(N2CCN(C(=O)c3nn(C)c4c3CSc3ccccc3-4)CC2)cc1
15.1%[76.3 µM]	CCc1ccc(CNC(=O)CSc2c3c(nc4ccc(Cl)cc24)CCCC3)cc1
1.1%	COc1ccccc1CNC(=O)C1CCC(CNS(=O)(=O)c2cccs2)CC1 (stereo not given)

Overlap with the part before: 2 compounds, then new ones.
GAA glycogen	Molecule
15.1%[76.3 µM]	CCc1ccc(CNC(=O)CSc2c3c(nc4ccc(Cl)cc24)CCCC3)cc1
1.1%	COc1ccccc1CNC(=O)C1CCC(CNS(=O)(=O)c2cccs2)CC1 (stereo not given)
2.0%	O=C1N(c2ccccc2)c2ccccc2C1(O)C(F)(F)F (stereo not given)
-8.6%[76.3 µM]	O=C(CN1CCN(Cc2ccc(F)cc2Cl)CC1)NCc1ccccc1
0.8%[76.3 µM]	COC(=O)c1c(NC(=O)c2ccn(C)n2)sc2c1CCC2
2.5%	CCOCCc1nnc(NC(=O)C2CC(=O)N(c3ccc(OCC)cc3)C2)s1 (stereo not given)
-10.8%[76.3 µM]	COc1ccc(N2CCN(C(=O)CCS(=O)(=O)c3ccc(C)cc3)CC2)cc1
7.4%[76.3 µM]	COc1ccccc1NS(=O)(=O)c1ccc2[nH]c(=O)[nH]c2c1
-3.5%	CC(=O)NC(Cc1cccc(C)c1)C(=O)NC1CCN(S(=O)(=O)c2ccccc2)CC1 (stereo not given)
5.6%[76.3 µM]	O=C(Cn1c(=O)n(Cc2ccc(F)cc2)c(=O)c2sc3ccccc3c21)Nc1ccc(F)cc1F
1.1%[76.3 µM]	Cc1ccc(CC(=O)Nc2ccc(C(=O)N3CCCCC3)cc2)cc1
2.4%[76.3 µM]	CCOC(=O)c1cc(C(=O)Nc2sc3c(c2C#N)CCCC3)nn1C
0.9%[76.3 µM]	Cc1ccc(N(CC(=O)NCc2ccc3c(c2)OCO3)C(=O)c2csnn2)cc1
-4.2%[76.3 µM]	COc1c(Cl)cc(C(=O)NCc2ccco2)cc1Cl
-5.9%	CCOc1cc(C(C(=O)NCC2CCCO2)N(C(=O)Cn2nnc3ccccc32)c2ccc(C(C)=O)cc2)ccc1O (stereo not given)
-3.0%[76.3 µM]	COc1ccccc1NC(=O)CCCN1C(=O)C(c2ccccc2)Oc2cccnc21 (stereo not given)
1.6%[76.3 µM]	Cc1ccc(Cl)cc1N1CCN(C(=O)c2ccc(CS(=O)(=O)c3ccccc3C)o2)CC1
1.6%[76.3 µM]	COCCn1c(SCC(=O)Nc2ccc(NC(C)=O)cc2)nc2c([nH]c3ccccc32)c1=O
12.8%[76.3 µM]	COC(=O)c1cc(NC(=O)CCc2c(C)nc3c(c(C)nn3C(C)(C)C)c2C)cc(C(=O)OC)c1
-3.0%	CC(=O)c1ccc(S(=O)(=O)N(C)CC(=O)N2CCCCCC2)cc1
1.2%[76.3 µM]	O=C(NCC1CCCCC1)c1cc2ccccc2cc1O
?	CCOC(=O)c1ccc(NC(=O)C2CCN(S(=O)(=O)Cc3ccccc3)CC2)cc1
?	COc1cc(/C=N/Nc2ccccc2)ccc1O
4.2%[76.3 µM]	COc1cc2ccccc2cc1C(=O)Nc1ccc(Cl)cn1
-8.4%	CCC1CCC(C(=O)NC(C(=O)NCCc2ccc(S(N)(=O)=O)cc2)C(C)C)CC1 (stereo not given)
-5.5%[76.3 µM]	Cc1[nH]c2ccc(C(=O)NCCCN3CCOCC3)cc2c1C
?	CCC(=O)N1c2ccc(S(=O)(=O)N3CCN(c4ccccc4)CC3)cc2CC1C (stereo not given)
-1.0%[76.3 µM]	COCCCn1c(C(=O)Nc2ccc3c(c2)OCO3)cc2c(=O)n3ccccc3nc21
-1.6%[76.3 µM]	COc1cccc(OC)c1OCCCCN1CCCCC1
13.9%[76.3 µM]	COc1cccc(NS(=O)(=O)c2ccc3[nH]cc(C(=O)NCCc4ccccc4)c(=O)c3c2)c1
1.8%	O=C(COC(=O)c1c(F)cccc1F)Nc1ccccc1OC(F)F
8.6%[76.3 µM]	CCOc1ccc(C(=O)Nc2cccc(-c3nc4cccnc4s3)c2C)cc1OCC
-4.1%[76.3 µM]	CSc1ccc(CCNC(=O)c2csc3c2CCCCC3)cc1
0.9%	CC(NCC(O)COc1ccccc1)C1COc2ccccc2O1 (stereo not given)
0.7%	Cc1c(-c2cc(Br)ccc2O)nc2cc3c(cc2c1C)OCO3
-8.0%[76.3 µM]	COc1ccccc1-c1cc(C(=O)N2CCN(S(=O)(=O)c3ccc(C)cc3)CC2)[nH]n1
-21.8%	CC/C(=N\NC(=O)c1c(C)nc2ccccn12)c1ccc(Cl)cc1
1.5%[76.3 µM]	Clc1ccc(CN2CCSCC2)cc1Cl
-2.3%	CC(=O)Nc1ccc(NC(=O)c2cc(-c3cc(C)c(C)cc3O)n[nH]2)cc1
2.2%	Cc1cc(C)cc(OCc2nnc(SCC(=O)N3CCCCC3)o2)c1
1.2%	COc1cc(/C=C2\SC(=S)N(CCC(=O)NCCc3ccccc3)C2=O)cc(OC)c1OC
9.1%[76.3 µM]	O=C(Nc1ccc(S(=O)(=O)N2CCCCCC2)cc1)c1cc(=O)c2ccccc2o1
-4.6%[76.3 µM]	CC(Oc1cccc(Cl)c1)C(=O)NC1CC(C)(C)NC(C)(C)C1 (stereo not given)
1.5%	O=C(Cn1c(NCCO)nc2ccccc21)c1ccc(Cl)cc1Cl
-14.1%[76.3 µM]	O=C(N=C1SC2CS(=O)(=O)CC2N1c1ccc(F)c(Cl)c1)C1CCCO1 (stereo not given)
-3.0%[76.3 µM]	CCc1nnc(NC(=O)CSc2nc(N)c(NC(=O)c3ccc(OC)cc3)c(=O)[nH]2)s1
4.3%	Cc1ccc(OCC(=O)Nc2ccc3oc(=O)ccc3c2)c(C)c1

An excerpt. The share of hits here may be higher or lower than overall.
